MCF10A rereplic – A quantitative high throughput screen for small molecules that induce DNA re-replication in MCF 10a normal breast cells. MCF 10A DNA re-replication, Hoechst nuclear intensity, 48 h. Potency, µM (titrated, usually from 46.1 µM), for the others: at the top dose activity, positive = re-replication, most hits filed as activators. actives 2.9% (n = 350,000); also: potency is read from the fitted curve at half-maximal effect; % of control where 0% means no effect; nearly all actives have a fitted effect of over 50% in size
KB-V1 MDR tox – qHTS assay for MDR1-selective chemotherapeutics: Primary screen using the drug-selected MDR subline cells KB-V1. KB-V1 MDR cells viability, CellTiter-Glo, 72 h. Potency, µM (series often up to 46.1 µM), without a hit: at the highest dose activity change, negative = cytotoxicity, hits mostly cytotoxic. actives 3.4% (n = 400,000). AID 1347076, 2019; also: potency is read from the fitted curve at half-maximal effect; % is scaled to controls: 0 for no effect and ±100 for the full control effect; nearly all actives have a fitted effect of over 60% in size
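Compound-treated KB-V1 multidrug-resistant cells, 72 h, 37 degrees C; viability by CellTiter-Glo. Fitted qHTS curves give the values.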
HT1080-NT tox – qHTS for induction of synthetic lethality in tumor cells producing 2HG: qHTS for the HT-1080-NT fibrosarcoma cell line. Potency, µM (series often up to 46.1 µM), for inactives: at the top dose activity, negative = less viability, most hits filed as cytotoxic. AID 686970, 2013. HT-1080-NT fibrosarcoma viability, CellTiter-Glo ATP luminescence, 48 h. actives 1.6% (n = 360,000);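 also: NT is the 2HG producing partner of a matched IDH1 knockdown line; potency is read from the fitted curve at half-maximal effect; 0% = DMSO-treated cells and -100% = media-only wells without cells; nearly all actives have a fitted effect of over 55% in size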
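Viability of the 2HG-overproducing fibrosarcoma line after 48 hours of compound exposure at 37 degrees C was determined by luminescence with CellTiter-Glo, and concentration-effect curves were then fitted and categorized.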
SW480 rereplic – A quantitative high throughput screen for small molecules that induce DNA re-replication in SW480 colon adenocarcinoma cells. SW480 DNA re-replication, Hoechst DNA content imaging, 48 h. Potency, µM (highest dose often 46.1 µM), for inactives: top-dose re-replication activation, most hits filed as activators. actives 1.8% (n = 340,000). AID 624297, 2012; also: potency is read from the fitted curve at half-maximal effect; % of control where 0% means no effect; nearly all actives have a fitted effect of over 55% in size
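First, 250 cells per well were seeded. Next, compound or vehicle (23 nL) was pinned in, plates sat 48 hr at 37 C. Finally Hoechst was added for 40 min before fluorescence scanning.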
KB-3-1 cytotox – qHTS assay for MDR1-selective chemotherapeutics: Primary screen using the parental adenocarcinoma cell KB-3-1. KB-3-1 viability, CellTiter-Glo ATP luminescence, 72 h. AID 1347075, 2019. actives 1.4% (n = 400,000). Potency, µM (top dose mostly 46.1 µM), without a hit: top-dose activity change, negative = cytotoxic, most hits filed as cytotoxic; also: potency is read from the fitted curve at half-maximal effect; % is scaled to controls: 0 for no effect and ±100 for the full control effect; nearly all actives have a fitted effect of over 60% in size
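KB-3-1 parental drug-naive adenocarcinoma cells in DMEM/10% FBS, incubated 72 h at 37 C with pin-transferred compounds across a concentration series. Viability by CellTiter-Glo luminescence; concentration-response curves fitted after normalization.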
HEK293 tox – qHTS of GLP-1 Receptor Inverse Agonists: Cytotox Screen | AID 624418, 2012 | Potency, µM (titrated, usually from 38.3 µM), inactives show at the highest dose activity change, negative = inhibition, actives largely listed as inhibitors | actives 0.13% (n = 410,000) | HEK293 cAMP-luciferase reporter cells, luminescence, 24 h;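 also: loss of luciferase light is scored as toxicity; potency is read from the fitted curve at half-maximal effect; % is scaled to controls: 0 for no effect and ±100 for the full control effect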
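A 23 nL compound transfer followed 12 hours of cell culture at 37 deg C; exposure then lasted 24 hr. Luciferase assay detection reagent was dispensed and plates read for luminescence after a 12 min room-temperature wait.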
HT1080 IDH1KD tx – qHTS for induction of synthetic lethality in tumor cells producing 2HG: qHTS for the HT-1080-IDH1KD cell line | actives 2% (n = 360,000) | AID 686971, 2013 | HT-1080 IDH1 knockdown viability, ATP luminescence, 48 h | Potency, µM (doses to about 46.1 µM), for the others: at the highest dose activity, negative = toxicity, hits mostly cytotoxic;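 also: potency is read from the fitted curve at half-maximal effect; 0% = DMSO wells and -100% = cell-free medium wells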
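CellTiter-Glo luminescence after 48 h compound exposure at 37 degrees C of IDH1-knockdown HT-1080 cells in 5% FBS RPMI. %Activity scaled between DMSO wells and cell-free media wells, with curves fitted and assigned curve classes.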
IL-1B inflam inh – qHTS for Inhibitors of Inflammasome Signaling: IL-1-beta AlphaLISA Primary Screen. THP-1 LPS/ATP IL-1B secretion, AlphaLISA, 16 h; stronger effect = lower value. activity change, % at 57.5 µM. actives 4.7% (n = 360,000). AID 743279, 2014; in the data active = activity change below about -50%; inconclusive = mostly about -30% to -49%; also: % is scaled to controls: 0 for no effect and ±100 for the full control effect
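THP-1 cells pretreated 1 hr with compounds (up to 57.5 uM final), then stimulated with LPS (250 ng/mL final) plus ATP (1.25 mM final); secreted IL-1B measured by AlphaLISA after 16 hr, decreased signal indicating inhibition.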
D3 ag – qHTS of D3 Dopamine Receptor Agonist: qHTS. D(3) dopamine receptor (Homo sapiens), P35462. D3R DiscoveRx beta-arrestin cells, luminescence, 90 min. max activation, %. actives 0.58% (n = 410,000); in the data active = max activation above about 30%; also: 0% is about no effect; mostly tested at two doses, the higher about 12 µM
Target sequence (P35462 whole entry, looked up): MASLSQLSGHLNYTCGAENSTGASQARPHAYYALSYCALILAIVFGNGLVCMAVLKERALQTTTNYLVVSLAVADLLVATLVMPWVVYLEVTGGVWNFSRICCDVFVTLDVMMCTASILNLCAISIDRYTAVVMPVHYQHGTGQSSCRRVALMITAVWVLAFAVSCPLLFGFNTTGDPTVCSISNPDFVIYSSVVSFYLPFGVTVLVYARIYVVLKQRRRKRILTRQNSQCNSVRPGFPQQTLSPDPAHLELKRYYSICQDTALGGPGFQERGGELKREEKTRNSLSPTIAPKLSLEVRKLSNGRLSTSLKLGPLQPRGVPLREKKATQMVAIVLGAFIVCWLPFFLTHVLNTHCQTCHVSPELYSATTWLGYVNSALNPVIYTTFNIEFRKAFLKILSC
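Agonist-mode cell screen: cells plated at 1500/well and incubated overnight at 37 °C, then exposed to library compounds for 90 min at 37 °C. Detection reagent was added for 30–60 min at room temperature, and luminescence was read.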
Active calls of the source: *; ? = inconclusive; nt = no result given; [ ] = dose if it differs, or a comment. Unless noted, calls follow the shape of the dose curve; as a rule, active = well fitted curve in the direction sought with a large enough effect; inconclusive = small, poorly fitted or top-dose-only effect, or another doubt; inactive = no such curve, though single readings can be large; an effect the other way counts as inactive or inconclusive.

SMILES	MCF10A rereplic	KB-V1 MDR tox	HT1080-NT tox	SW480 rereplic	KB-3-1 cytotox	HEK293 tox	HT1080 IDH1KD tx	IL-1B inflam inh	D3 ag
Cc1ccc(S(=O)(=O)NC2CCCCC2)c(C)c1NS(C)(=O)=O	?	-27.1%	-3.5%	?	-1.7%	2.9%	?	-7.6	2.3
Cc1ccc(C)c(NC(=O)CN2C(=O)CNC2=O)c1	1.2%	1.5%	14.6%	-3.4%	20.4%	-20.7%	11.8%	14.6	4.4
C=CCc1cccc2cc(C(=O)N(CC)CC)c(=O)oc12	-1.1%	-0.2%	0.3%	-4.1%	1.4%	-6.4%	0.3%	-5.9	-3.2
Cc1cc(C(=O)OCC(=O)NC(=O)c2cccn2C)c2ccccc2n1	-0.2%	-8.5%	7.4%	3.7%	4.1%	-5.2%	-0.5%	0.0	-2.7
CC(C)CN(C(=O)COC(=O)c1ccccc1SCC(=O)NC1CCCCCC1)C1CCS(=O)(=O)C1 (stereo not drawn)	0.9%	-5.2%	12.2%	-0.2%	2.6%	-15.4%	11.7%	0.7	0.7
COC(=O)C1CCN(C(=O)C2CCN(C(=O)[C@H](C)NS(=O)(=O)c3ccc(C)cc3)CC2)CC1	?	0.0%	-7.9%	?	-0.4%	-4.2%	-1.3%	-9.2	0.0
COc1ccc(/C=C2\C(=O)ON=C2c2ccccc2)cc1OC	11.5%	-17.0%	1.8%	6.7%	13.1%	-17.2%	-0.7%	-98.5*	-1.5
O=C(NCc1ccccc1)Nc1cccc2ccccc12	?	0.0%	3.1%	-30.0%	13.3%	4.6%	4.6%	8.7	-13.1
CC(=O)NC[C@H]1O[C@@H](n2ccc(N)nc2=O)[C@H](O)[C@@H]1O	nt	-9.5%	4.2%	nt	-0.2%	-1.1%	6.4%	18.0	-3.5
CN(C)c1ncnc2c1ncn2[C@H]1CN(Cc2ccc(-c3ccccc3)cc2)C[C@@H](CO)O1	nt	-5.8%	-0.6%	nt	0.0%	-15.7%	2.8%	-5.3	11.5
Cc1cccc(COC[C@H](Cc2ccccc2)N2CCN(C(=O)c3ccc(Cl)c(Cl)c3)CCC2=O)c1	nt	0.0%	?	nt	?	-20.4%	16.4µM*	-65.3*	2.8
CC(C)Oc1ccc(C(=O)NC2=NCCS2)cc1	5.6%	-19.5%	17.4%	-13.1%	1.2%	3.6%	6.6%	-14.3	3.2
COc1ccc(/C(N)=N/OC(=O)c2ccc(Br)o2)cc1	-11.3%	6.2%	-7.1%	-13.1%	?	-17.7%	-0.8%	-13.1	2.5
COc1ccc(Cl)cc1CN1CCOCC1	-4.9%	18.1%	5.4%	0.3%	11.5%	-2.6%	3.3%	10.3	5.7
CCn1nnc2cc(C(=O)Nc3ccc(Br)cc3F)ccc21	nt	13.9%	nt	nt	3.9%	-14.0%	nt	nt	-6.3
C=CCNC(=O)c1onc(CSc2ccccc2)c1C(=O)O	?	-15.4%	-0.6%	-31.5%[inhibitor]	0.0%	3.7%	-2.1%	10.2	13.6
CC(C)c1ccc(NC(=O)[C@@H](NC(=O)N2CC(=O)Nc3ccccc32)C(C)C)cc1	?	-2.7%	?	?	?	-32.0%	13µM*	72.3	-7.7
COc1ccc(CNC2C[C@H]3CCCC(=O)N4CC[C@@H](C2)[C@@H]34)cc1 (stereo partly drawn)	?	-0.1%	-1.6%	?	0.0%	3.4%	1.2%	-1.6	-1.5
C(=C\c1ccccc1)/CN1CCN(C(c2cc3ccccc3o2)c2nnnn2-c2ccc3c(c2)OCCO3)CC1 (stereo not drawn)	nt	3.7%	-11.1%	nt	0.0%	0.8%	-12.6%	-12.9	-20.6
CCCC(NC(=O)CCc1c(C)c2cc3c(-c4ccccc4)coc3cc2oc1=O)C(=O)O (stereo not drawn)	17.8%	-8.5%	-0.9%	-4.6%	14.8%	-30.7%	-2.0%	30.8	-2.2
CC(Oc1cccc(Cl)c1)C(=O)Nc1ccc([N+](=O)[O-])cn1 (stereo not drawn)	4.0%	-21.7%	2.2%	2.8%	44.8%	-1.9%	-0.7%	-11.5	-7.6
CCc1ccc(-c2nc(CS(=O)CC(=O)O)c(C)o2)cc1 (stereo not drawn)	?	1.6%	-0.4%	?	0.8%	0.6%	0.1%	52.4	10.4
O=c1c(=O)n2c(nn1Cc1ccc(F)cc1)sc1ccccc12	-3.4%	12.8%	12.1%	-0.4%	2.0%	-5.0%	18.4%	14.0	3.6
O=C(O)/C=C/c1ccccc1[N+](=O)[O-]	?	-7.2%	-3.6%	-0.8%	-3.3%	-1.5%	-0.2%	15.9	1.0
CCOc1cc(/C=C2\C(=O)N(Cc3ccc(C)cc3)C(C)=C2C(=O)OC)ccc1O	?	?	?	?	?	-24.8%	?	-22.4	0.7

(cont.)
SMILES	MCF10A rereplic	KB-V1 MDR tox	HT1080-NT tox	SW480 rereplic	KB-3-1 cytotox	HEK293 tox	HT1080 IDH1KD tx	IL-1B inflam inh	D3 ag
O=C(Cc1ccccc1)Nc1cccnc1	-3.2%	5.0%	21.2%	?	-2.4%	-1.8%	12.4%	0.0	0.2
Oc1ccc2[nH]ccc2c1	17.0%	-1.5%	-2.5%	8.2µM*	-11.9%	5.3%	-2.0%	-3.8	-7.1
O=C(COC(=O)Cc1cccs1)Nc1ccccc1Cl	1.6%	-1.8%	17.3%	-1.4%	-2.1%	32.4%[activator]	6.1%	10.0	-0.1
CC(C)CN(CCCNC(=O)CN1C(=O)COc2ccc(S(=O)(=O)N3CCOCC3)cc21)CC(C)C	-13.7%	0.0%	11.4%	8.9%	-2.1%	22.4%	12.6%	1.3	0.6
COc1cc(C(=O)/C=C/c2cccnc2)c([N+](=O)[O-])cc1OC	23.1µM*	1.0%	?	4.9%	?	-16.6%	?	-99.8*	0.0
O=C1C2CSCN2C(=O)CN1CCCN1CCN(C(c2ccccc2)c2ccccc2)CC1 (stereo not drawn)	?	-5.6%	-0.6%	-8.1%	1.4%	-29.7%	9.3%	-18.1	-5.5
Cc1ccc(C)c(S(=O)(=O)N2CCN(CC(=O)Nc3ccc4c(c3)CCC4)CC2)c1	?	0.0%	-4.5%	-11.9%	-23.3%	8.6%	-16.6%	-24.6	-19.8
CC(=O)N1CCN(C(=O)COC(=O)CNC(=O)c2ccccc2C)CC1	0.3%	0.0%	?	-1.1%	14.9%	-3.0%	9.8%	-0.2	2.9
CC1CCN(S(=O)(=O)c2ccc(N/N=C(/C#N)C(N)=O)cc2)CC1	16.0%	0.3%	0.5%	1.5%	-3.5%	?	-1.8%	14.0	-9.1
COc1ccc([C@H]2N[C@]3(CCCN(CC4CCCCC4)C3=O)[C@H]3C(=O)N(Cc4ccccc4)C(=O)[C@@H]23)cc1	nt	?	-2.7%	nt	-21.1%	-5.1%	0.7%	-7.0	-0.2
Cc1ccc(NC(=O)CCl)c(C)c1	?	?	?	?	16.4µM*	?	?	-98.6*	4.5
CN(CC(=O)Nc1ccc(F)cc1)C(=O)COC(=O)Cc1cccs1	0.8%	4.5%	-2.3%	-2.5%	4.3%	-1.3%	-2.7%	13.2	0.4
Cc1ccc(O)c(NC(=O)c2cccc(NC(=O)c3ccco3)c2)c1	-4.2%	-18.0%	-10.6%	-14.7%	11.6%	-18.7%	-12.8%	-17.9	2.5
N#C/C(=C(\O)c1cc(Cl)sc1Cl)c1nc2ccccc2[nH]1	20.6µM*	-4.1%	-1.9%	?	-1.2%	-2.2%	-9.7%	3.2	-7.3
COc1ccccc1N(CC(=O)NC1CCCC1)C(=O)C1(C)CC(=O)N=C2C=CC(C)=CN21 (stereo not drawn)	-0.3%	11.1%	14.2%	0.9%	11.7%	1.7%	3.0%	15.9	6.9
O=C(NC1CCCCCC1)c1[nH]c(C(F)(F)F)nc1-c1ccccc1	nt	5.1%	?	nt	?	-10.0%	?	-14.3	-10.3
COc1ccc(NC(=O)CN2C(=O)COc3ccc(S(=O)(=O)N4CCOCC4)cc32)c(OC)c1	1.5%	6.3%	-5.0%	-3.4%	0.3%	4.7%	0.0%	-6.2	-2.4
CN(C)S(=O)(=O)c1cc([N+](=O)[O-])ccc1N1CCCCCC1	13.7%	-26.2%	-0.2%	1.4%	0.3%	?	-0.3%	-13.3	-0.7
O=C(NC(=S)Nc1ncccn1)c1ccccc1Cl	10.2%	-3.5%	0.3%	16.5%	17.3%	-24.0%	0.2%	8.8	1.3
COCCN1C(=O)C(=O)/C(=C(/O)c2ccc(S(=O)(=O)N3CCOCC3)cc2)C1c1cccc(Cl)c1 (stereo not drawn)	9.6%	7.2%	21.4%	-8.8%	2.1%	5.2%	10.0%	-14.3	-6.4

Arranged by molecular weight (rising): part of the list above.
SMILES	MCF10A rereplic	KB-V1 MDR tox	HT1080-NT tox	SW480 rereplic	KB-3-1 cytotox	HEK293 tox	HT1080 IDH1KD tx	IL-1B inflam inh	D3 ag
Cc1ccc(C)c(S(=O)(=O)N2CCN(CC(=O)Nc3ccc4c(c3)CCC4)CC2)c1	?	0.0%	-4.5%	-11.9%	-23.3%	8.6%	-16.6%	-24.6	-19.8
COc1ccc([C@H]2N[C@]3(CCCN(CC4CCCCC4)C3=O)[C@H]3C(=O)N(Cc4ccccc4)C(=O)[C@@H]23)cc1	nt	?	-2.7%	nt	-21.1%	-5.1%	0.7%	-7.0	-0.2
COCCN1C(=O)C(=O)/C(=C(/O)c2ccc(S(=O)(=O)N3CCOCC3)cc2)C1c1cccc(Cl)c1 (stereo not drawn)	9.6%	7.2%	21.4%	-8.8%	2.1%	5.2%	10.0%	-14.3	-6.4

An unsorted share of the library. About 11% of those tested had a hit in this group.
